EPAC1 antag = antagonists of human EPAC1 | Potency, µM (highest dose often 115 µM), for inactives: at the highest dose activity change, negative = inhibition, hits mostly inhibitors | O95398 | 360,000 compounds, 0.14% hits | EPAC1 GEF assay, Rap1b-BODIPY-GDP exchange fluorescence;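 also: plate controls were vehicle for no effect and positive control for full effect; nearly all actives have a fitted effect of over 50% in size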
EPAC2 antag = antagonists of human EPAC2; Q8WZA2; EPAC2 GEF exchange of Rap1B-BODIPY-GDP, fluorescence; Potency, µM (top dose mostly 114 µM), for the others: top-dose activity, negative = inhibition, usual class: inhibitors; 360,000 compounds, 0.18% hits; also: % is scaled to controls: 0 for no effect and ±100 for the full control effect; nearly all actives have a fitted effect of over 45% in size; many of its hits are not listed in these tables
Target sequence (Q8WZA2 whole entry, looked up): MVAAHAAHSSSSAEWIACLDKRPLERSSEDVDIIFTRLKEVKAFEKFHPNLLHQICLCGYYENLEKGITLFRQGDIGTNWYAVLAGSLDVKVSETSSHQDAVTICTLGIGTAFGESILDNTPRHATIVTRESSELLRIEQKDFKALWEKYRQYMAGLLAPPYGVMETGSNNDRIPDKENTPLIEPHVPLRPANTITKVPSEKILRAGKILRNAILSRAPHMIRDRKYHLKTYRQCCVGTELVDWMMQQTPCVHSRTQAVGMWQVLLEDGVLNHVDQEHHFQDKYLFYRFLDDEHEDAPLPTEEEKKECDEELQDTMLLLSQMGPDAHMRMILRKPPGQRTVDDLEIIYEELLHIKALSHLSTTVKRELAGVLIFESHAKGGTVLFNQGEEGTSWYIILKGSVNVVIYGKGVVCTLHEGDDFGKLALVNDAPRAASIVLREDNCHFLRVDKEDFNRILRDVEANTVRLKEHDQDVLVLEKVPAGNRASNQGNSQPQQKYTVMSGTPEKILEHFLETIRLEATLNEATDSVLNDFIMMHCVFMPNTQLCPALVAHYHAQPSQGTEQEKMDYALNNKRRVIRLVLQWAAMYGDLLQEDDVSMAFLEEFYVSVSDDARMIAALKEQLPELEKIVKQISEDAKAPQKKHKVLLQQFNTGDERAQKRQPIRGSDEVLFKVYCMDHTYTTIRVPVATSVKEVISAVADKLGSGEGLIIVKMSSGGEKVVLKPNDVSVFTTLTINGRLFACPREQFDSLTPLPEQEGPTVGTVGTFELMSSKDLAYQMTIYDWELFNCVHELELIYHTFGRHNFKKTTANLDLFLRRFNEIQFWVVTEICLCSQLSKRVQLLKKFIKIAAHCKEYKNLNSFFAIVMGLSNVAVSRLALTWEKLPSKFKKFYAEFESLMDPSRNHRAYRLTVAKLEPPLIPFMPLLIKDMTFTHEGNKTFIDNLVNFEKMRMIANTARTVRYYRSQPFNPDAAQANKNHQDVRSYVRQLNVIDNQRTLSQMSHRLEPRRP
TDP43 rescue = inhibitors of TDP-43 toxicity in yeast. AID 652104. TDP-43 expressing yeast growth rescue, BacTiter-Glo, 24 h. 410,000 compounds, 1.8% hits. Potency, µM (highest dose often 46.1 µM), without a hit: at the highest dose growth rescue (activation), hits mostly activators; also: % of control where 0% means no effect; nearly all actives have a fitted effect of over 50% in size
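Readout is BacTiter-Glo luminescence of cell growth, so inhibitors register as activators. TDP-43-expressing yeast at OD600=0.02 in galactose medium, after raffinose pregrowth to mid-log, were incubated with compound for 24 hr at 30 deg C.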
PTHR1 agonist = agonists of human PTHR1 parathyroid hormone receptor; Q03431; HEK293 GP2 PTHR1 cells, GloSensor cAMP luminescence, 1 h; Potency, µM (top dose mostly 115 µM), for the others: at the top dose activation, most hits filed as activators; 410,000 compounds, 0.075% hits; also: nearly all actives have a fitted effect of over 55% in size; some results filed as inactive show a strong effect at the top dose; inactives centre near -15; many of its hits are not listed in these tables
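HEK-293-derived GP2 cells expressing PTHR1 and a GloSensor cAMP reporter, 3,000/well, plated overnight, given luciferin plus IBMX (each 0.5 mM as added) for 1 h at 37 °C, then compound for 1 h at 37 °C. Luminescence was read after 15 min at room temperature.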
aSyn rescue = alpha-synuclein toxicity inhibition in yeast. 370,000 compounds, 0.14% hits. Potency, µM (series often up to 46.1 µM), for the others: top-dose growth rescue (activation), usual class: activators. Yeast expressing alpha-synuclein, growth rescue, BacTiter-Glo, 24 h. AID 652106; also: % of control where 0% means no effect; nearly all actives have a fitted effect of over 65% in size
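Readout is rescue of growth in alpha-synuclein-expressing yeast, so inhibitors of toxicity appear as activators. Growth after 24 hr at 30 deg C in galactose medium is quantified by luminescence.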
EPAC1 ag = activates human EPAC1 exchange factor; O95398; EPAC1 agonist qHTS, biochemical assay; response scale: 100% = response to 6.5 mM cAMP; Potency, µM (titrated, usually from 154 µM), without a hit: at the top dose activation, hits mostly activators; 360,000 compounds, 0.073% hits; AID 720707; also: nearly all actives have a fitted effect of over 60% in size
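Normalized to 6.5 mM cAMP, activity reflects EPAC1-catalysed release of BODIPY-GDP from Rap1B, followed kinetically over 30 min at 480 nm excitation, 540 nm emission. Reaction contained 100 nM EPAC1, 250 nM Rap1B-BODIPY-GDP, 50 uM GDP.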
FUS suppressor = FUS proteinopathy suppression in yeast | S. cerevisiae FUS-expressing, growth rescue, OD600, 24 h | Potency, µM (series often up to 76.6 µM), for the others: at the highest dose growth rescue (activation), usual class: activators | 390,000 compounds, 0.24% hits | AID 1347120;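 also: plate controls were DMSO vehicle for no effect and reference control for full effect; nearly all actives have a fitted effect of over 55% in size; some results filed as inactive show a strong effect at the top dose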
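Absorbance at 600 nm, taken 24hr after compound addition, measured rescue of FUS-yeast growth at 30C. Induction used 2% galactose with seeding at OD 0.005. Controls: CP55940 from 92uM final, DMSO only.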
EPAC2 ag = activates human EPAC2 exchange factor; EPAC2 activation, biochemical qHTS; response scale: 100% = 6.5 mM cAMP response; 360,000 compounds, 0.079% hits; Potency, µM (top dose mostly 154 µM), inactives show top-dose activation, usual class: activators; also: nearly all actives have a fitted effect of over 50% in size
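Each well held 100 nM EPAC2, 250 nM RAP1B-BODIPY-GDP and 50 uM GDP. Fluorescence, read at 5-min intervals to 30 min, was referenced to a 6.5 mM cAMP positive control.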
* marks the source's active call; other numbers are inactive results; i = inactive; ? = inconclusive; nt = not tested or not shown; & = joins results of further samples; [ ] = remark or other dose. Calls follow the shape of the dose curve; as a rule, active = well fitted curve in the direction sought with a large enough effect; inconclusive = small, poorly fitted or top-dose-only effect, or another doubt; inactive = no such curve, though single readings can be large; an effect the other way counts as inactive or inconclusive. Potency is read from the fitted curve at half-maximal effect. An excerpt; rates above refer to the full screens.

SMILES | EPAC1 antag | EPAC2 antag | TDP43 rescue | PTHR1 agonist | aSyn rescue | EPAC1 ag | FUS suppressor | EPAC2 ag
O=[N+]([O-])c1cc([N+](=O)[O-])c(Oc2ccccc2F)cc1NN1CCCCC1 | -12% | -21% | 23% | -65%[inhibitor] | 0% | -15% | -13% | 6%
O=C(Cc1ccccc1F)Nc1cccc(S(=O)(=O)N2CCOCC2)c1 | 4% | -7% | -7% | -19% | 8% | 3% | 2% | 4%
O=C(NN1C(=O)C2C3c4ccccc4C(c4ccccc43)C2C1=O)c1ccccc1 (stereo not drawn) | 3% | 3% | -5% | i | -3% | -12% | 8% | 6%
O=C(COC(=O)[C@@H]1CCCN1S(=O)(=O)c1ccccc1F)NCc1ccc2c(c1)OCO2 | -4% | -8% | 8% | -15% | -4% | -1% | 5% | 5%
O=C(NC1CCCC1)c1cc2nc(-c3ccccc3)cc(-c3ccccc3)n2n1 | -3% | 7% | 18% | -11% | 2% | 0% | -22% | 2%
COc1cc(-c2nc3cnccn3c2Nc2ccccc2)ccc1O | -23% | -13% | 4% | i | -1% | -15% | ? | 8%
CC(=O)Nc1ccc(S(=O)(=O)NC2=C(N3CCN(c4ccc(F)cc4)CC3)C(=O)c3ccccc3C2=O)cc1 | 0% | -12% | 8% | -18% | 1% | 14% | 3% | 14%
COC(CN(C)S(=O)(=O)c1cc2c3c(c1)CCC(=O)N3CCC2)OC | -5% | 0% | -10% | i | 0% | -2% | -9% | -7%
CC(C)[C@H](NC(=O)c1ccccc1F)C(=O)NNC(=O)c1cccs1 | -23% | 3% | 2% | i | -5% | 12% | -26% | 11%
O=C(NCC1CCOCC1)c1ccc2nc(Cc3cccc(Cl)c3)oc2c1 | -11% | -1% | -9% | i | 2% | -10% | 13% | 4%
CC(OC(=O)c1ccc(NC(=O)CC#N)cc1)C(=O)Nc1nc(-c2ccccc2)cs1 (stereo not drawn) | -8% | -8% | -10% | -26% | -6% | 13% | 20% | 12%
N#Cc1c(C(F)(F)F)cc(-c2ccccc2)nc1SCC(=O)N1CCOCC1 | -5% | -4% | -18% | -1% | nt | -6% | 21% | 7%

A run of entries from further up, as a working copy:
SMILES | EPAC1 antag | EPAC2 antag | TDP43 rescue | PTHR1 agonist | aSyn rescue | EPAC1 ag | FUS suppressor | EPAC2 ag
CC(=O)Nc1ccc(S(=O)(=O)NC2=C(N3CCN(c4ccc(F)cc4)CC3)C(=O)c3ccccc3C2=O)cc1 | 0% | -12% | 8% | -18% | 1% | 14% | 3% | 14%
COC(CN(C)S(=O)(=O)c1cc2c3c(c1)CCC(=O)N3CCC2)OC | -5% | 0% | -10% | i | 0% | -2% | -9% | -7%
CC(C)[C@H](NC(=O)c1ccccc1F)C(=O)NNC(=O)c1cccs1 | -23% | 3% | 2% | i | -5% | 12% | -26% | 11%
O=C(NCC1CCOCC1)c1ccc2nc(Cc3cccc(Cl)c3)oc2c1 | -11% | -1% | -9% | i | 2% | -10% | 13% | 4%
CC(OC(=O)c1ccc(NC(=O)CC#N)cc1)C(=O)Nc1nc(-c2ccccc2)cs1 (stereo not drawn) | -8% | -8% | -10% | -26% | -6% | 13% | 20% | 12%
N#Cc1c(C(F)(F)F)cc(-c2ccccc2)nc1SCC(=O)N1CCOCC1 | -5% | -4% | -18% | -1% | nt | -6% | 21% | 7%

New compounds follow
SMILES | EPAC1 antag | EPAC2 antag | TDP43 rescue | PTHR1 agonist | aSyn rescue | EPAC1 ag | FUS suppressor | EPAC2 ag
Cc1cc(C)c2c(N)c(C(=O)NN3CC(=O)N(c4ccccc4)CC3=O)sc2n1 | ? | 0% | 6% | i | 1% | 0% | 0% | 6%
CCOc1ccc(N(C)C(=O)CS(=O)(=O)c2cccc3nsnc23)cc1 | nt | nt | 21% | i | 1% | nt | -3% | nt
CC(NC(=O)C1C2C=CC(C2)C1C(=O)O)c1ccccc1 (stereo not drawn) | 9% | 11% | 7% | i | -17% | 1% | -11% | -4%
Cc1nn(-c2ccccc2)c(=S)c2ccccc12 | 7% | 1% | 10% | i | -1% | 11% | -20% | 8%
COc1cc2oc(=O)cc(-c3cccc(-c4ccc(C(F)(F)F)cc4)c3)c2c(OC)c1OC | -7% | -18% | -8% | -24% | -2% | -12% | ? | -3%
CCOCCOC(=O)c1ccc(-n2cncn2)nc1 | -9% | 2% | -8% | -4%[57.5 µM] | -7% | -1% | 18% | 10%
O=C(NCc1ccccc1)OC1CC2CC1[C@H]1CCCCN1C2=O (stereo partly drawn) | -17% | 5% | 19% | 5% | -1% | 1% | -17% | 9%
O=C1c2ccccc2S(=O)(=O)c2cc(C(=O)N3CCN(C(=O)c4ccccc4)CC3)ccc21 | -4% | 14% | 6% | -24% | 2% | -1% | 16% | 2%
CCN(CC)C(=O)N1CCN(S(=O)(=O)c2ccc(C)cc2)CC1 | -3% | 5% | -21% | -11% | 3% | 2% | -17% | 5%
CCN1CCN(C(=O)c2[nH]c3ccc(OC)cc3c2C)CC1 | -28% | -4% | 2% | i | 0% | 8% | -24% | 9%
O=C(NC(=S)Nc1ccc2[nH]c(=O)[nH]c2c1)c1cccc(F)c1 | 11% | 0% | 9% | i | 0% | -7% | 19% | 4%
CC(=O)c1cccc(OCC(=O)N2CCN(c3ccc(C(F)(F)F)cn3)CC2)c1 | -10% | -9% | 16% | -93%[inhibitor] | -5% | 10% | 18% | 4%
Cc1cccc(N2CCN(S(=O)(=O)c3c(C)[nH]c(C)c3C(=O)N3CCCCC3)CC2)c1C | -28% | 6% | -11% | -9% | 2% | -1% | 29% | -7%
COc1ccc(C2=NN(S(=O)(=O)c3ccccc3)C(c3ccccc3)C2)cc1 (stereo not drawn) | -1% | -2% | 12% | -3% | -9% | 7% | 29% | 15%
Fc1ccc(CNc2nc3ccccc3n3cnnc23)cc1 | -5% | 4% | 16% | -3% | 0% | 8% | -13% | 4%
CCCOc1ccc(C(CC(=O)O)NS(=O)(=O)c2ccc(NC(C)=O)cc2)cc1 (stereo not drawn) | 12% | 11% | 8% | i | -9% | -4% | 21% | 2%
O=C(O)c1ccc(Cn2ccc3ccccc32)o1 | 2% | 9% | -25% | -19% | 0% | -6% | 14% | -1%
CN(C(=O)CCN1C(=O)/C(=C/c2ccc(F)cc2)SC1=S)C1CCS(=O)(=O)C1 (stereo not drawn) | 4% | -3% | 13% | -25% | 11% | -1% | 8% | 6%
O=C(NCCCn1ccnc1)C(=O)NCC1OCCCN1S(=O)(=O)c1ccc(Cl)cc1 (stereo not drawn) | 0% | 4% | 22% | -18% | 0% | -11% | nt | 4%
O=C(Nc1ccccc1-c1nc2ccccc2s1)c1ccc(Br)o1 | -2% | 3% | -7% | i | -15% | 5% | 1% | -11%
C#CCOCCOCCOCCNc1nc(N2CCN(C(=O)CCCCCCCCCCNC(=O)[C@H](CCCCN)n3cc(CCO)nn3)CC2)nc(N2CCN(C(=O)CCCCCCCCCCNC(=O)[C@H](CCCN=C(N)N)n3cc(C[C@@H](C)CC)nn3)CC2)n1 | ? | -19% | -78%[inhibitor] | -9% | -55%[inhibitor] | -11% | ? | 8%
COc1ccc(-c2ccc3c(c2)S(=O)(=O)c2cccc(C(=O)NC4CC4)c2C3=O)cc1OC | 11% | 19% | 0% | i | 0% | -6% | -14% | 5%
COC(=O)CSc1nc2ccc(NC(=O)CSc3nnnn3Cc3ccccc3)cc2s1 | 6% | 3% | 26% | i | 1% | -4% | 45% | 10%
Cc1ccc(-c2cc(C(=O)OCC(=O)Nc3cc(C)on3)c3ccccc3n2)c(C)c1 | 8% | 12% | -21% | -9% | -7% | -13% | 11% | 9%
CCN(CC)CC#CCOC(=O)C(O)(c1ccccc1)C1CCCCC1 (stereo not drawn) | -15% | -19% | 24% | -7% | -2%&6% | -13% | -34% | -3%
CCN(CC(=O)NCCCN1CCOCC1)S(=O)(=O)c1ccc(Cl)cc1 | 13% | 6% | -19% | i | 1% | -3% | 19% | 4%
CC(OC(=O)c1ccc(S(=O)(=O)N2CCCCC2)cc1)C(=O)Nc1ccc(C(N)=O)cc1 (stereo not drawn) | -7% | 4% | -4% | i | -6% | 4% | -9% | -7%
CC1(C)C(=O)C=C(N2CCCCC2)c2ccccc21 | 2% | -15% | 7% | i | -3% | 4% | -3% | 15%
CN(CC(=O)NCC1CCCCC1)CC(=O)Nc1ccccc1Br | 10% | 5% | -2% | i | -1% | 0% | nt | -13%
CC(NC(=O)CN(c1ccc(F)cc1)S(C)(=O)=O)c1ccccc1 (stereo not drawn) | 3% | 5% | -12% | -7% | -2% | -5% | 7% | 1%
O=C(NCc1cccc(Cl)c1)c1ccco1 | -1% | 6% | -3% | -15%[57.5 µM] | 1% | -1% | 2% | 3%
CCOC(=O)C1(CCCc2ccccc2)CCN(C(=O)CCn2cncn2)CC1 | 5% | -11% | 1% | -31% | 4% | 3% | 27% | -1%
CC(C)(OC(=O)c1ccc(C#N)cc1)c1cc2ccccc2c(=O)o1 | -5% | -17% | -1% | -1% | -2% | -12% | -11% | 16%
C#CCOCCOCCOCCNc1nc(N2CCN(C(=O)CCCCCCCCCCNC(=O)[C@H](CCCCN)n3cc(CCCC(=O)O)nn3)CC2)nc(N2CCN(C(=O)CCCCCCCCCCNC(=O)[C@H](CCCN=C(N)N)n3cc(C[C@@H](C)CC)nn3)CC2)n1 | ? | ? | -69%[inhibitor] | 15% | -61%[inhibitor] | 4% | ? | 9%
Cc1ccc2c(c1)N(CC(=O)Nc1ccccc1F)C(=O)CO2 | 5% | 10% | 7% | 85% | -5% | 6% | -14% | 5%
CC(C)c1ccccc1NC(=O)c1ccccc1NC(=O)C1CCCCC1 | -3% | -12% | 3% | -15% | 4% | -2% | 4% | 4%
COc1ccc(/C=C/c2c(-c3ccc(OC)cc3)oc3ccc(-c4ccc(OC)cc4)cc23)cc1 | -8% | 10% | -4% | 1% | 5% | -6% | -3% | 5%
Cc1cccn2cc(-c3cc4ccccc4oc3=O)nc12 | -23% | 3% | 11%[9.22 µM] | -24% | 0% | 6% | -7% | -1%
COc1cc(NC(=O)COC(=O)CSc2cc(C)ccc2C)c(C)cc1[N+](=O)[O-] | -1% | -19% | 12% | i | -2% | -3% | 14% | 11%
O=C/C(=C\Nc1ccc(Cl)cn1)c1nc2ccccc2o1 | -3% | 10% | -1% | i | 3% | -1% | -10% | -2%
COC(=O)C1=C(C)N(Cc2ccccc2)C(=NCCc2c[nH]c3ccccc23)N[C@H]1c1cccc(C(F)(F)F)c1 | -12% | -7% | 16% | -20% | -8% | 1% | 32% | 15%
COc1cccc(CC(=O)OCC(=O)NC(C)c2ccc(F)cc2)c1 (stereo not drawn) | -10% | -6% | 20% | i | 2% | -2% | 4% | 7%

Bioassay records from PubChem.
